# Assay outcomes: PubChem BioAssay, National Center for Advancing Translational Sciences (NCATS)
# HP1b chromo inh: inhibitors of HP1-beta chromodomain binding to methylated histone tails. P83916. AlphaScreen HP1-beta / biotin-H3K9me3 peptide binding. Potency, µM (doses to about 114 µM), for inactives: at the highest dose activity change, negative = inhibition, most hits filed as inhibitors. 390,000 tested, 0.56% active; also: potency is read from the fitted curve at half-maximal effect; nearly all actives have a fitted effect of over 70% in size; inactives centre near 23
#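 HP1-beta protein (50 nM final) preincubated 30 min at room temperature with biotinylated H3(1-18)K9me3 peptide (50 nM) in PBS pH 7.4, 0.01% Tween-20, then compound added for 30 min. AlphaScreen streptavidin donor/nickel chelate acceptor beads (10 ug/mL final), 30 min dark, luminescence read.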
# BAZ2B block: BAZ2B (human) inhibition. Q9UIF8. Potency, µM (titrated, usually from 114 µM), for inactives: at the top dose activity change, negative = inhibition, actives largely listed as inhibitors. 360,000 tested, 4.4% active. AlphaScreen BAZ2B-H3K14Ac peptide displacement; also: potency is read from the fitted curve at half-maximal effect; % is scaled to controls: 0 for no effect and ±100 for the full control effect; nearly all actives have a fitted effect of over 60% in size
#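 In this displacement format the biotinylated H3(5-23) peptide acetylated at Lys14 serves as ligand at 50 nM, with BAZ2B at 50 nM in PBS pH 7.4 containing 0.01% Tween-20. Donor and acceptor beads are 10 ug/mL final.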
# G9a inh: inhibitors of human histone lysine methyltransferase G9a | Q96KQ7 | G9a H3K9 monomethylation, AlphaScreen, 2 h | 350,000 tested, 8.8% active | Potency, µM (highest dose often 102 µM), for inactives: at the highest dose activity, negative = inhibition, most hits filed as inhibitors; also: potency is read from the fitted curve at half-maximal effect; % is scaled to controls: 0 for no effect and ±100 for the full control effect; nearly all actives have a fitted effect of over 75% in size
#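 Step 1: enzyme (final 20 nM) with compound, 15 min RT. Step 2: substrate peptide 500 nM and SAM 20 uM, 2 h RT. Step 3: anti-H3K9me1 antibody and AlphaScreen beads, 10 min, then plate read.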
# PI4K2A inh: PI4K2A (human) kinase inhibition; Q9BTU6; purified PI4K2A, ADP-Glo luminescence, 1 h; hits give low values; activity change, negative = inhibition, % at 76.9 µM; 420,000 tested, 0.13% active; AID 1346378; in the data active = activity change below about -50%; inconclusive = mostly about -30% to -49%;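 also: -100% = wells without enzyme as full effect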
# Target sequence (Q9BTU6 whole entry, looked up): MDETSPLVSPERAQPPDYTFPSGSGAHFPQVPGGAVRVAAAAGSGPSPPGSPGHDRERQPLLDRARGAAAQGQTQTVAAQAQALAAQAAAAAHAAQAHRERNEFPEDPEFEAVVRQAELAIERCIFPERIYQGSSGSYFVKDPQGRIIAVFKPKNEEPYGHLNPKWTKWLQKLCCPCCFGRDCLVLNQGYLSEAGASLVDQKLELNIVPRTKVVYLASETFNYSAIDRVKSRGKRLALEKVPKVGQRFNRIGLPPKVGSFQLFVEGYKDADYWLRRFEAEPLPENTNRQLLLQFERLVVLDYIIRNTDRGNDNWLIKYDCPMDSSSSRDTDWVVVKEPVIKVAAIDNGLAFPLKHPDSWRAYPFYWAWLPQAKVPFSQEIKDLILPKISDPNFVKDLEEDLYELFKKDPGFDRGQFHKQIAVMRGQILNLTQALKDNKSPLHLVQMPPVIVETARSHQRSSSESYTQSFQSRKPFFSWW
#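 Compounds are screened against recombinant PI4K2A using PI as substrate and ATP, the latter dispensed at 300 microM. Reactions run one hour at ambient temperature before ADP-Glo detection; full inhibition defined by wells lacking enzyme.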
# JMJD2A Tudor inh: JMJD2A Tudor domain (human) inhibition. O75164. Potency, µM (highest dose often 114 µM), without a hit: at the top dose activity change, negative = inhibition, hits mostly inhibitors. 390,000 tested, 4.4% active. AID 504339. AlphaScreen JMJD2A-Tudor / H3K4me3 peptide binding; also: potency is read from the fitted curve at half-maximal effect; % is scaled to controls: 0 for no effect and ±100 for the full control effect; nearly all actives have a fitted effect of over 50% in size
# Tb PGK inh: blocks T. brucei phosphoglycerate kinase. 380,000 tested, 0.043% active. AID 602233. P07378. Potency, µM (highest dose often 57.5 µM), for inactives: top-dose activity change, negative = inhibition, usual class: inhibitors. PGK/GAPDH coupled, Kinase-Glo luminescence, 60 min; also: potency is read from the fitted curve at half-maximal effect; % is scaled to controls: 0 for no effect and ±100 for the full control effect; nearly all actives have a fitted effect of over 60% in size
# Target sequence (P07378 whole entry, looked up): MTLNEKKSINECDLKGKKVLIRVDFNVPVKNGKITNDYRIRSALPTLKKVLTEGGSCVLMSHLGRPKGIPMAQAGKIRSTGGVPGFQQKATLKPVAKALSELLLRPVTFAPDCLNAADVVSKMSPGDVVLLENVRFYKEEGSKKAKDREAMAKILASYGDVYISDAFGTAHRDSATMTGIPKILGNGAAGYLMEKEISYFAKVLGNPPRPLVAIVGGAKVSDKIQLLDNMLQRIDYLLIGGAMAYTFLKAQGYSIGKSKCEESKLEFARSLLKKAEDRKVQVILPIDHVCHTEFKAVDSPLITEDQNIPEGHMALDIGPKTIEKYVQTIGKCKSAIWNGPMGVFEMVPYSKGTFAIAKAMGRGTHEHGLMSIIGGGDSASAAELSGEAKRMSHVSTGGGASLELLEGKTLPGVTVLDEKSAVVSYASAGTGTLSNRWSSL
#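 Recombinant glycosomal PGK reaction used 1,3-bisphosphoglycerate generated in-well by GAPDH (100nM final) in 100mM TEA pH 7.6, 5mM MgCl2, 0.01% Tween-20. After 60 minutes at room temperature, ATP was read by Kinase-Glo Plus luminescence end-point.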
# Pin1 inh: human Pin1 inhibition; Pin1 FP peptide displacement, HiFluor488, 10 min; 390,000 tested, 0.009% active; Q13526; Potency, µM (doses to about 115 µM), inactives show at the top dose activity, negative = inhibition, usual class: inhibitors; active = well fitted inhibition curve with a large enough effect in the polarisation, with a control signal flat, not every such curve was filed as active; inconclusive = small, poorly fitted or top-dose-only effect, or effect the other way, or a change in a side signal; inactive = no such curve, though single readings can be large or run the other way; the % refers to the polarisation; also: potency is read from the fitted curve at half-maximal effect; % is scaled to controls: 0 for no effect and ±100 for the full control effect
# ERG-DNA inh: inhibitors of human ERG Ets domain-DNA interaction | P11308 | fluorescence polarization, His-ERG Ets domain / labelled DNA | Potency, µM (top dose mostly 76.9 µM), for the others: at the top dose FP activity, negative = inhibition, actives largely listed as inhibitors | 370,000 tested, 0.028% active | AID 624246; active = well fitted inhibition curve with a large enough effect in the polarisation, with a control signal flat; inconclusive = small, poorly fitted or top-dose-only effect, or effect the other way, or a change in a side signal; inactive = no such curve, though single readings can be large or run the other way; the % refers to the polarisation;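 also: polarization taken with two DNA probes labelled with fluorescein and Texas red; potency is read from the fitted curve at half-maximal effect; % of control where 0% means no effect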
#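 His-tagged ERG Ets domain (1 uM in the protein solution; 300mM KCl, 50mM Tris-HCl, 1mM EDTA, 1mM DTT, pH 7.5) received compound, then a probe mix of 5 nM fluorescein-DNA and 100nM Texas-615-DNA. Fluorescence polarization was read for both dyes.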
# GLS inhibitor: blocks human kidney-isoform glutaminase activity. Potency, µM (series often up to 45.5 µM), for inactives: at the highest dose activity change, negative = inhibition, hits mostly inhibitors. O94925. GLS enzymatic activity, qHTS titration. 410,000 tested, 0.21% active; also: potency is read from the fitted curve at half-maximal effect; % is scaled to controls: 0 for no effect and ±100 for the full control effect
#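 Human kidney-isoform GLS in 45 mM KH2PO4 pH 8.2, 0.02% Tween-20, with compound, started with 1mM L-Glutamine (added stock). Glutamate oxidase/HRP/Amplex red coupled fluorescence read at start and after 30 min at RT.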
# * = called active by the depositor; i = inactive; ? = inconclusive; . = no result given; [ ] = another dose, or the depositor's remark. Unless noted, calls follow the shape of the dose curve; as a rule, active = well fitted curve in the direction sought with a large enough effect; inconclusive = small, poorly fitted or top-dose-only effect, or another doubt; inactive = no such curve, though single readings can be large; an effect the other way counts as inactive or inconclusive.
SMILES,HP1b chromo inh,BAZ2B block,G9a inh,PI4K2A inh,JMJD2A Tudor inh,Tb PGK inh,Pin1 inh,ERG-DNA inh,GLS inhibitor
Cc1ccc(-n2nc(CO)c(C(=O)NC(C)CCCc3ccccc3)n2)cc1 (stereo not drawn),10%,-2%,-24%[59 µM],-1,-6%,i,-9%,-1%,-11%
CSCCC(NS(=O)(=O)c1ccc(C)cc1)C(=O)N1CCN(C(C)=O)CC1 (stereo not drawn),32%,-7%,24%[0.501 µM],1,-11%,9%,-1%,19%,7%
Cc1cc(NC(=O)c2cc(C(C)C)on2)no1,-2%,-22%,4%[12.7 µM],-3,-16%,i,-11%,3%,7%
c1ccc2sc(NCC3CCCO3)nc2c1 (stereo not drawn),43%[activator],-8%,3%,-5,-5%,-4%,1%,-10%,3%
CCCC(C(=O)NCCC(C)C)N(Cc1ccccc1)C(=O)c1snc(C(N)=O)c1N (stereo not drawn),52%[activator],2%,3%[59 µM],-1,-9%,i,-1%,15%,-13%
O=C1S/C(=C/c2ccc(N3CCOCC3)o2)C(=O)N1Cc1c(F)cccc1Cl,39%[activator],4%,1.8µM*,0,-30%,-1%,?,16%,-6%
O=C(OCc1ccccc1)C1=NNC2C(=O)N(c3ccc(Br)cc3)C(=O)C12 (stereo not drawn),29%,-15%,.,1,-9%,-6%,-6%,-2%,6%
CCOC(=O)CN1C(=O)C(O)=C(C(C)=O)C1c1ccc([N+](=O)[O-])cc1 (stereo not drawn),38%,?,?,-8,-18%,2%,-13%,-10%,-4%
CCOC(=O)c1cc(-c2ccc(C)cc2)n(CCCC(=O)Nc2cc(C)ccc2C)c1,8%,-5%,-10%[59 µM],2,-15%,0%,7%,1%,-8%
CC(=O)Nc1ccc(NC(=O)c2cccc(-c3cc4ccccc4oc3=O)c2)cc1,27%,-9%,1%,-3,4%,i,-4%,-4%,-1%
O=C(CCc1nc2ccccc2c(=O)[nH]1)NNC(=O)c1ccccc1Cl,20%,-2%,-3%,2,-14%,0%,2%,1%,10%
CN(C)CCCNC(=O)C[C@H]1C[C@H](C(=O)N2CCCCC2)[C@@]2(C)c3[nH]c4cc(CCC(=O)N(C)C)ccc4c3CCN2C1=O,10%,.,.,-2,-12%,-1%,-1%,1%,19%
COc1ccc(NS(=O)(=O)c2csc(C(=O)N3CCCC3)c2)c(OC)c1,10%[57 µM],5%,.,7,-15%,4%,2%,-6%,5%
COc1ccccc1Oc1ccc(Oc2ccccc2OC)cc1,201%[activator],132%[activator],161%[activator],2,120%[activator],-9%,3%,-7%,-12%
CCOc1ccc(S(=O)(=O)N2CCCCC2)cc1NC(=O)Cc1ccsc1,22%,8%,-5%[12.7 µM],6,-11%,i,9%,35%[activator],2%
COc1ccc(NC(=O)COc2ccc(C(=O)OCC(=O)N(C(C)C)C(C)C)cc2OC)cc1,?,-16%,4%,-4,-26%,i,0%,3%,4%
O=C(Nc1ccccc1)c1nc[nH]c1C(=O)NCCCCNC(=O)c1[nH]cnc1C(=O)Nc1ccccc1,22%,.,.,3,-30%,i,-6%,0%,-4%
COc1ccc(/C=C2\SC(=O)N(CC(=O)Nc3ccc(F)cc3)C2=O)cc1O,15%,2%,.,-2,-5%,4%,?,6%,6%
COc1cc(OC)cc(C(=O)NCC2CCCN(Cc3ccc(SC)cc3)C2)c1 (stereo not drawn),18%,-6%,.,-6,-23%,i,-1%,1%,5%
Cc1ccc(C(=O)Nc2ccc3c(c2)C(=O)N(CC2CCCO2)C3=O)cc1 (stereo not drawn),16%,-3%,.,1,-2%,-2%,29%,-2%,-9%
COc1ccc(NC(=S)NCc2cccs2)c(OC)c1,42%[activator],-20%,-15%[59 µM],2,-3%,i,-2%,-2%,12%
CC(C)(C)c1ccc(OCC(=O)O/N=C(\N)c2ccncc2)cc1,60%[activator],.,.,1,15%,-1%,-1%,-8%,-12%
N#Cc1c(Oc2ccc3ccccc3c2)sc(C(=O)c2ccccc2)c1N,12%,0%,11%[59 µM],5,-15%,-5%,0%,3%,2%
CC(C)CCNC(=O)CN(C(=O)Cn1nnc(-c2ccccc2F)n1)c1cccc2c1CCCC2,17%,-3%,20%,-5,15%,-5%,-2%,4%,.
C[C@H]1CN([C@@H](C)CO)C(=O)Cc2cc(NC(=O)CCC(F)(F)F)ccc2O[C@H]1CN(C)S(=O)(=O)c1ccc(F)cc1,26%,.,.,2,-24%,1%,-6%,6%,2%
O=C(NNc1ncnc2c1cnn2-c1ccccc1)c1ccccc1,77%[activator],2%,-7%[59 µM],-2,-16%,-9%,1%,0%,12%

# Part of the list above, set out differently:
HP1b chromo inh	BAZ2B block	G9a inh	PI4K2A inh	JMJD2A Tudor inh	Tb PGK inh	Pin1 inh	ERG-DNA inh	GLS inhibitor	molecule
27%	-9%	1%	-3	4%	i	-4%	-4%	-1%	CC(=O)Nc1ccc(NC(=O)c2cccc(-c3cc4ccccc4oc3=O)c2)cc1
20%	-2%	-3%	2	-14%	0%	2%	1%	10%	O=C(CCc1nc2ccccc2c(=O)[nH]1)NNC(=O)c1ccccc1Cl

# Arranged by formula weight (high to low): part of the list above.
SMILES,HP1b chromo inh,BAZ2B block,G9a inh,PI4K2A inh,JMJD2A Tudor inh,Tb PGK inh,Pin1 inh,ERG-DNA inh,GLS inhibitor
CN(C)CCCNC(=O)C[C@H]1C[C@H](C(=O)N2CCCCC2)[C@@]2(C)c3[nH]c4cc(CCC(=O)N(C)C)ccc4c3CCN2C1=O,10%,.,.,-2,-12%,-1%,-1%,1%,19%
C[C@H]1CN([C@@H](C)CO)C(=O)Cc2cc(NC(=O)CCC(F)(F)F)ccc2O[C@H]1CN(C)S(=O)(=O)c1ccc(F)cc1,26%,.,.,2,-24%,1%,-6%,6%,2%
CCCC(C(=O)NCCC(C)C)N(Cc1ccccc1)C(=O)c1snc(C(N)=O)c1N (stereo not drawn),52%[activator],2%,3%[59 µM],-1,-9%,i,-1%,15%,-13%
O=C(OCc1ccccc1)C1=NNC2C(=O)N(c3ccc(Br)cc3)C(=O)C12 (stereo not drawn),29%,-15%,.,1,-9%,-6%,-6%,-2%,6%
CCOC(=O)c1cc(-c2ccc(C)cc2)n(CCCC(=O)Nc2cc(C)ccc2C)c1,8%,-5%,-10%[59 µM],2,-15%,0%,7%,1%,-8%
CSCCC(NS(=O)(=O)c1ccc(C)cc1)C(=O)N1CCN(C(C)=O)CC1 (stereo not drawn),32%,-7%,24%[0.501 µM],1,-11%,9%,-1%,19%,7%
COc1ccc(/C=C2\SC(=O)N(CC(=O)Nc3ccc(F)cc3)C2=O)cc1O,15%,2%,.,-2,-5%,4%,?,6%,6%
COc1ccc(NS(=O)(=O)c2csc(C(=O)N3CCCC3)c2)c(OC)c1,10%[57 µM],5%,.,7,-15%,4%,2%,-6%,5%
O=C(CCc1nc2ccccc2c(=O)[nH]1)NNC(=O)c1ccccc1Cl,20%,-2%,-3%,2,-14%,0%,2%,1%,10%
COc1ccc(NC(=S)NCc2cccs2)c(OC)c1,42%[activator],-20%,-15%[59 µM],2,-3%,i,-2%,-2%,12%
